# NPSR antag: qHTS Assay for Antagonists of the Neuropeptide S Receptor: cAMP Signal Transduction. Potency, µM (top dose mostly 38.3 µM), without a hit: top-dose activity change, negative = inhibition, actives largely listed as inhibitors. Q6W5P4. AID 1461, 2008. CHO-NPSR cells, cAMP TR-FRET, antagonist mode. actives 1% (n = 220,000); further: potency means the concentration at half of the fitted maximal effect; on the % scale 0 is the no-effect control and ±100 the full control effect; nearly all actives have a fitted effect of over 50% in size; many of its hits are not listed in these tables
# Target sequence (Q6W5P4 whole entry, looked up): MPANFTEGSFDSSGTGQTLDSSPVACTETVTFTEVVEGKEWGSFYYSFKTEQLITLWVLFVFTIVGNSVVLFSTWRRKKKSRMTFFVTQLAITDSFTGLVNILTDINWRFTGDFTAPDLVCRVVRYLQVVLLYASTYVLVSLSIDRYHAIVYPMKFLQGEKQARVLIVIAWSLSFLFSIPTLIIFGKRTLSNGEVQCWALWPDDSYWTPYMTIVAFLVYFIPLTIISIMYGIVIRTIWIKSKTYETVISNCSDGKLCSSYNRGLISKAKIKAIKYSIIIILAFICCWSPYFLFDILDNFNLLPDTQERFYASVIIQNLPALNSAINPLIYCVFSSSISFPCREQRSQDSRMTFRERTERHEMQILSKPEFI
# Tau fluor counter: Counterscreen qHTS for Inhibitors of Tau Fibril Formation, Fluorescence Polarization. actives 0.93% (n = 280,000). tau K18 P301L Alexa594 fluorescence, heparin fibrillization. Potency, µM (series often up to 57.7 µM), without a hit: at the top dose activity change, negative = decrease; further: potency means the concentration at half of the fitted maximal effect; on the % scale 0 is the no-effect control and ±100 the full control effect; nearly all actives have a fitted effect of over 55% in size
#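 Human tau K18 P301L (15 uM unlabeled, 0.24 uM Alexa 594-labeled) in 100 mM sodium acetate pH 7 with 20 uM heparin, 6 hr at 37 C. ThT 30 uM added, 1 hr ambient; Alexa 594 FP and total fluorescence read at 555/632 nm.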
# TRb-SRC2 inh: qHTS for Inhibitors of the Interaction of Thyroid Hormone Receptor and Steroid Receptor Coregulator 2 | Thyroid hormone receptor beta (Homo sapiens), P10828 | TRbeta-SRC2 peptide binding, fluorescence polarization; receptor liganded with 1 µM T3 | Potency, µM (titrated, usually from 106 µM), inactives show at the highest dose activity change, negative = inhibition, actives largely listed as inhibitors | actives 0.065% (n = 280,000);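 further: potency means the concentration at half of the fitted maximal effect; plate controls were bound peptide for no effect and peptide without receptor for full effect; nearly all actives have a fitted effect of over 50% in size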
#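 Assay buffer: 20 mM Tris-HCl, 100 mM NaCl, 10% glycerol, 1 mM EDTA, 0.01% NP-40, 1 mM DTT, 1 uM T3, 5% DMSO; TRb LBD 0.6 uM, Texas Red SRC2 20 nM; FP after 5 hr.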
# TexasRed fluor: Total Fluorescence Counterscreen for Inhibitors of the Interaction of Thyroid Hormone Receptor and Steroid Receptor Coregulator 2; Potency, µM (top dose mostly 106 µM), for the others: at the top dose fluorescence change, negative = quenching; AID 1479, 2009; TRb/SRC2 Texas Red total fluorescence interference; actives 0.29% (n = 280,000); active means well fitted curve in either direction with a large enough effect; inconclusive means small, poorly fitted or top-dose-only effect; further: potency means the concentration at half of the fitted maximal effect; on the % scale 0 is the no-effect control and ±100 the full control effect
#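 Human TRb ligand-binding domain at 0.6 uM with 20 nM Texas Red SRC2 peptide in Tris buffer containing 1 uM T3 and 5% DMSO, incubated with compound 5 h at ambient temperature. Total fluorescence (555/632 nm) calculated as parallel + 2 × perpendicular.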
# CBFb-RUNX1 inh: qHTS Assay for Compounds Blocking the Interaction Between CBF-beta and RUNX1 for the Treatment of Acute Myeloid Leukemia | Runt-related transcription factor 1 (Homo sapiens) + Core-binding factor subunit beta … | AlphaScreen CBFb-His/RUNX1-biotin binding, biochemical | Potency, µM (highest dose often 59.8 µM), for the others: at the top dose activity, negative = inhibition, actives largely listed as inhibitors | 230,000 tested, under 10 active | AID 1477, 2009; further: % of control where 0% means no effect
# Target sequence (Q01196 whole entry, looked up): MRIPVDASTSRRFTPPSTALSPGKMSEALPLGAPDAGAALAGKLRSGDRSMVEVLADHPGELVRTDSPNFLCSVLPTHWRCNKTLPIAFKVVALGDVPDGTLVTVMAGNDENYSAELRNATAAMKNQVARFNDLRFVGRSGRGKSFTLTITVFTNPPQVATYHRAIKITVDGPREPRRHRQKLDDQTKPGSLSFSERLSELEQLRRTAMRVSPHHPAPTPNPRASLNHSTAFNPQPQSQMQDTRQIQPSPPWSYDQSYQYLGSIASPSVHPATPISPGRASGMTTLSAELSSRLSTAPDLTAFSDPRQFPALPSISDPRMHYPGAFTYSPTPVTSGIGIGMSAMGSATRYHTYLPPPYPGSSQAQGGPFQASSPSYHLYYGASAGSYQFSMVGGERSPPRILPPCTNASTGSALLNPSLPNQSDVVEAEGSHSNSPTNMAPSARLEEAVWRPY
# Target sequence (Q13951 whole entry, looked up): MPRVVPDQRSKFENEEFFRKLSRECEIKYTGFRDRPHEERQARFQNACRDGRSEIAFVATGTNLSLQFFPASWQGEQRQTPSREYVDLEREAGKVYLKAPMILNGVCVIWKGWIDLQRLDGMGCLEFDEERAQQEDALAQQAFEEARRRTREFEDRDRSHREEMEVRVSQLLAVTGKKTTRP
#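 His-tagged CBF-beta and biotinylated RUNX1 (30 nM each) were premixed 20 min at room temperature, exposed to compound for 15 min, then given nickel-chelate and streptavidin AlphaScreen beads (50 ng each). After 90 min, AlphaScreen signal was read.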
# Tau fibril FP: qHTS for Inhibitors of Tau Fibril Formation, Fluorescence Polarization | Potency, µM (doses to about 57.7 µM), without a hit: at the highest dose activity, negative = inhibition, hits mostly inhibitors | actives 0.39% (n = 280,000) | K18 P301L tau heparin fibrillization, Alexa594 FP, 6 h | Microtubule-associated protein tau (Homo sapiens), P10636 | AID 1468, 2008; further: potency means the concentration at half of the fitted maximal effect; on the % scale 0 is the no-effect control and ±100 the full control effect; nearly all actives have a fitted effect of over 55% in size
#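 Heparin (20 uM) drove fibril formation of recombinant tau K18 P301L, 15 uM unlabeled with 0.24 uM Alexa 594 label, for 6 hr at 37 C in 100 mM sodium acetate pH 7. Fluorescence polarization (555/632 nm) read 1 hr after 30 uM ThT.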
# GLA spleen mod: qHTS Assay for Inhibitors and Activators of Human alpha-Galactosidase From Spleen Homogenate. Alpha-galactosidase A (Homo sapiens), P06280. human spleen homogenate, 4MU-alpha-Gal fluorescence, 40 min. Potency, µM (highest dose often 80 µM), for the others: at the top dose activity change, negative = inhibition, hits mostly inhibitors. actives 0.008% (n = 240,000);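 further: potency means the concentration at half of the fitted maximal effect; 0% = enzyme with vehicle and -100% = no enzyme basal signal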
#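 Human spleen homogenate (1 ug) was the enzyme source, with 4-methylumbelliferyl-alpha-D-galactopyranoside (1 mM final) in pH 5.0 citrate buffer with 0.01% Tween-20. Compounds were titrated; after 40 min at 37C, NaOH/glycine stop, 4-MU fluorescence read; AC50 from Hill fits.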
# Epigenetic derep: Quantitative High-Throughput Screen for Regulators of Epigenetic Control. actives 0.2% (n = 280,000). Potency, µM (top dose mostly 53.9 µM), for inactives: at the highest dose GFP activation, actives largely listed as activators. AID 1865, 2009. murine LDR cells, GFP reporter derepression, 30 h; further: potency means the concentration at half of the fitted maximal effect; % of control where 0% means no effect; nearly all actives have a fitted effect of over 60% in size
#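 Readout is the number of GFP-expressing murine LDR cells, counted by cytometry following washing. Cells were treated with compound for 30 h at 37 C; the stably integrated CMV-GFP locus is normally silent.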
# The depositor's hits bear a star; ? = inconclusive; / = not tested or not shown; [ ] = another dose, or the depositor's remark. Unless noted, the call rests on the fitted dose curve; in most records, active means well fitted curve in the direction sought with a large enough effect; inconclusive means small, poorly fitted or top-dose-only effect, or another doubt; inactive means no such curve, though single readings can be large; an effect the other way counts as inactive or inconclusive.
SMILES,NPSR antag,Tau fluor counter,TRb-SRC2 inh,TexasRed fluor,CBFb-RUNX1 inh,Tau fibril FP,GLA spleen mod,Epigenetic derep
CCCNC(=O)Cn1nc([N+](=O)[O-])c([N+](=O)[O-])c1C,-8.1%[46.1 µM],8.1%,5.1%,1.6%,9.4%,4.1%,5.1%,0.0%
O=C(O)C(=O)/C(=C\c1cccc2ccccc12)c1ccc2ccccc2n1,-5.0%[46.1 µM],-25.0%,1.7%,-0.2%,4.4%,-7.9%,-2.1%,-0.2%
COC(=O)c1ccc2c(=O)n3nc(Nc4ccc(F)cc4F)sc3nc2c1,/,-3.2%,-5.0%,-3.9%,/,0.5%,/,-1.3%
CCCc1nc(N2CCN(C)CC2)c2sc(=S)n(-c3ccccc3)c2n1,-18.6%[46.1 µM],-7.3%,-8.7%,0.7%,9.9%,-2.8%,-2.6%,0.1%
O=C1CCC(=O)N1CCCCCc1nc(-c2ccccc2)no1,-3.2%[46.1 µM],0.0%,-5.1%,0.0%,4.9%,3.8%,3.0%,-0.8%
O=C(COC(=O)CCc1ccc(S(=O)(=O)N2CCOCC2)cc1)NCc1ccc(Cl)cc1,6.0%,-14.4%,-1.0%,-2.2%,4.6%,-1.1%,1.9%,-1.4%
CCCn1c(=O)c(C(=O)Nc2c(C)n(C)n(-c3ccccc3)c2=O)c(O)c2ccccc21,6.8%[46.1 µM],-6.7%,-4.0%,-6.8%,2.1%,-4.0%,7.9%,1.9%
Cc1cccc(C)c1-n1nnnc1C1(Nc2ccccc2)CCCCC1,?,-23.4%,-0.9%,-0.2%,0.4%,2.0%,0.4%,0.1%
Clc1ccc(-c2nnc3n2CCCCS3)cc1,4.1%,11.3%,-1.6%,-1.2%,-8.2%,8.0%,-3.4%,0.1%
CCCCN(CC)CCCNC(=O)c1nn(C)c2c1CSc1ccccc1-2,/,-8.6%,2.0%,-0.5%,/,-9.6%,/,-4.8%
O=C(CN1CCOc2ccccc21)N1CCCC1,12.6%,-8.7%,11.7%,-1.4%,7.5%[2.36 µM],-7.6%,10.8%,-1.8%
O=C(CS(=O)(=O)c1ccccc1)Nc1ccc(S(=O)(=O)Nc2ccccn2)cc1,1.3%,-20.1%,-2.9%,-0.2%,5.0%,-10.9%,1.5%,-0.2%
CCOC(=O)C1(Cc2ccccc2Cl)CCN(S(C)(=O)=O)CC1,-4.6%,-19.5%,-6.3%,-0.6%,2.6%,-9.7%,-9.5%,-4.3%
CN1CCN(c2ccc(NC(=O)c3ccc(C#N)cc3F)cc2Cl)CC1,13.1%,-3.5%,-4.3%,-5.9%,3.9%,-3.5%,-1.6%,-1.3%
O=C(O)CNC(=O)CC1S/C(=N/N=C2\CSC(=O)N2)NC1=O (stereo not given),9.6%,-12.0%,7.4%,-2.1%,?,?,5.0%,1.3%
O=C(Cc1ccccc1F)N1CCC(c2nc3c(nnn3Cc3ccc(F)cc3)c(=O)[nH]2)CC1,/,-8.7%,-7.5%,-1.0%,/,6.5%,/,-0.4%
Cc1noc(C)c1S(=O)(=O)N1CCCC(C(=O)NC2CCCCC2)C1 (stereo not given),-8.6%[46.1 µM],2.3%,-4.7%,-7.5%,1.7%,2.7%,-22.5%,0.9%
COCc1cc(C)nc(OCC(=O)N/N=C/c2ccc(-c3cccc([N+](=O)[O-])c3)o2)c1C#N,-19.7%[46.1 µM],-26.0%,2.6%,-16.4%,-5.1%,9.7%,5.5%,4.0%
CCS(=O)(=O)NCc1cn2c(C)csc2n1,1.9%[46.1 µM],-2.2%,4.4%,-3.9%,0.8%,6.1%,9.6%,-1.0%
Cc1cc(C)n2nc(C(=O)Nc3ccc(S(=O)(=O)N4CCCCC4)cc3)nc2n1,-4.7%[46.1 µM],-0.8%,-8.7%,0.5%,5.6%,2.3%,0.5%,1.6%

# Random excerpt: 3 records from the list, in no set order.
SMILES,NPSR antag,Tau fluor counter,TRb-SRC2 inh,TexasRed fluor,CBFb-RUNX1 inh,Tau fibril FP,GLA spleen mod,Epigenetic derep
O=C(CS(=O)(=O)c1ccccc1)Nc1ccc(S(=O)(=O)Nc2ccccn2)cc1,1.3%,-20.1%,-2.9%,-0.2%,5.0%,-10.9%,1.5%,-0.2%
O=C(O)CNC(=O)CC1S/C(=N/N=C2\CSC(=O)N2)NC1=O (stereo not given),9.6%,-12.0%,7.4%,-2.1%,?,?,5.0%,1.3%
O=C(CN1CCOc2ccccc21)N1CCCC1,12.6%,-8.7%,11.7%,-1.4%,7.5%[2.36 µM],-7.6%,10.8%,-1.8%

# Next section:
SMILES,NPSR antag,Tau fluor counter,TRb-SRC2 inh,TexasRed fluor,CBFb-RUNX1 inh,Tau fibril FP,GLA spleen mod,Epigenetic derep
CCN(CC(=O)Nc1ccc2c(c1)OCCO2)Cc1cc(=O)oc2c(C)c(C)ccc12,?,10.2%,-10.3%,-6.5%,4.2%,7.5%,8.8%,2.5%
CC1(C)c2ccccc2N(CC(N)=O)C12C=Cc1ccccc1O2 (stereo not given),-5.3%,-1.7%,5.9%,2.0%,3.8%,6.2%,-5.8%,0.0%
COc1ccc(N2CCN(S(=O)(=O)c3cc(Br)cc4c3N(C(=O)C3CC3)CC4)CC2)cc1,/,?,5.1%,-1.8%,/,3.3%,/,9.9%
O=C(NNC(=O)c1cc(-c2ccc(Cl)cc2Cl)nc2ccccc12)Nc1ccccc1,?,?,-13.4%,-0.5%,-2.8%,?,9.0%,4.7%
Cc1cccc(OCCCC(=O)Nc2ccc(S(=O)(=O)Nc3onc(C)c3C)cc2)c1,-9.3%[46.1 µM],-7.6%,5.3%,-3.4%,-0.7%,9.1%,-5.0%,-0.2%
CCN1CCN(CC(=O)c2cc(Cl)ccc2Cl)CC1,3.6%,-3.3%,2.3%,-0.7%,-9.5%,5.7%,-21.8%,-0.8%
CCOC(=O)C1(CC2CC2)CCN(Cc2cn[nH]c2-c2cccc(F)c2)CC1,-3.3%,-16.4%,3.6%,-0.8%,3.5%,-4.8%,-0.1%,1.1%
COc1ccc2c(c1)nc(SCC(=O)C(C)(C)C)n2C,-8.9%[46.1 µM],-3.7%,-0.6%,-4.3%,1.1%,-3.3%,2.7%,0.0%
COc1ccc(/C=C/c2nnc(NC(=O)CSc3ccc(C)cc3)s2)cc1,-11.3%,-16.6%,9.9%,-0.9%,10.6%,?,1.9%,3.3%
COC(=O)CSc1nnc(-c2ccc(S(=O)(=O)N3CCC(C)CC3)cc2)o1,-13.4%[46.1 µM],3.0%,-2.4%,-0.9%,1.5%,-3.4%,5.0%,2.0%
CCOc1cc(C2/C(=C(/O)c3ccc(OC)cc3)C(=O)C(=O)N2CC2CCCO2)ccc1O (stereo not given),-1.1%[7.67 µM],-7.4%,0.5%,-7.0%,5.9%,-0.2%,-3.9%,2.5%
COc1ccc(-c2cn3nc(N4CCCC(C(=O)NCCCOC(C)C)C4)sc3n2)cc1 (stereo not given),/,?,-0.4%,0.5%,/,12.2%,/,1.2%
Cc1ccc(Cl)cc1NC(=O)CCCn1c(=O)c2cccn2c2ccccc21,/,-18.2%,7.3%,-26.2%,/,-10.4%,/,1.4%
O=C(/C=C/Sc1ncn[nH]1)c1ccc(Cl)cc1,?,-2.6%,-7.4%,-5.1%,-1.6%,-10.5%,-1.3%,?
Cc1cc(C)c2c(C)c(C(=O)NCc3ccncc3)oc2c1,-1.4%[46.1 µM],-2.8%,-2.2%,-1.8%,-1.8%,7.7%,1.5%,-0.8%
CCOC(=O)C1=C(c2ccccc2)N=C2SCC(=O)N2C1c1cccc(OC)c1 (stereo not given),-25.8%[46.1 µM],-13.0%,1.8%,5.5%,-13.7%,1.8%,-1.9%,-1.3%
Cc1ccc(CN2CCN(/N=C/c3ccc(C(F)(F)F)cc3)CC2)c(C)c1,17.9%,-20.4%,-6.6%,-5.1%,1.1%,-1.0%,6.0%,-1.0%
S=c1[nH]ncn1/N=C/c1cccc(Oc2ccccc2)c1,-14.0%[46.1 µM],-14.6%,-8.6%,-6.3%,-4.0%,9.4%,-11.1%,0.0%
COc1cccc(/C=C2\SC(=S)N(C(C(=O)O)c3ccccc3)C2=O)c1OC (stereo not given),?,-16.6%,-6.0%,-5.2%,-5.2%,-5.9%,-8.3%,-1.0%
O=C(Oc1c(-c2ccccc2)c(=O)n2c3c(cccc13)CC2)c1ccc(Cl)cc1,?,-18.5%,-2.3%,0.2%,4.6%,-14.2%,-19.5%,0.0%
CCn1c(SCC(=O)Nc2cccc(C)n2)nnc1-c1ccco1,11.4%[46.1 µM],2.4%,0.9%,2.3%,-0.7%,2.7%,-0.6%,3.0%
NNS(=O)(=O)c1ccc(Cc2ncc(C(F)(F)F)cc2Cl)s1,-3.3%[46.1 µM],-8.2%,2.0%,-2.8%,-3.0%,1.3%,-6.7%,0.8%
CCCCOc1ccc(C(=O)Nc2ccncc2)cc1,4.3%[46.1 µM],-7.7%,-3.0%,-2.6%,9.2%,2.3%,-2.2%,-2.6%
Cc1ccc(CNC(=O)NC2COc3ccccc3C2)cc1 (stereo not given),/,0.5%,-1.1%,-1.1%,/,-4.4%,/,-1.0%
O=S1(=O)CCN(OCc2ccc(F)cc2Cl)CC1,-7.6%,2.0%,-2.9%,-0.9%,2.7%,1.0%,-16.2%,1.9%
CCCCOC(=O)CCc1n[nH]c(=O)[nH]c1=O,9.4%[46.1 µM],5.1%,-1.2%,-2.5%,2.3%,-0.1%,-3.0%,-1.1%
COc1cc2nc(NCCc3ccc(Cl)cc3)n3nc(-c4ccccc4)nc3c2cc1OC,/,-8.4%,-8.6%,?,/,4.4%,/,4.9%

# A portion of the library; count on the stated rates, not on these rows.
